Screens as filed in PubChem BioAssay.
GLS inhibitor – inhibitors of human glutaminase (GLS); O94925; GLS enzymatic activity, qHTS titration; Potency, µM (top dose mostly 45.5 µM), for the others: at the top dose activity change, negative = inhibition, usual class: inhibitors; hit rate 0.21% among 410,000; AID 624170; note: potency is the fitted concentration of half-maximal effect; % is set by controls: 0 for no effect and ±100 for the full control effect
Target sequence (O94925 whole entry, looked up): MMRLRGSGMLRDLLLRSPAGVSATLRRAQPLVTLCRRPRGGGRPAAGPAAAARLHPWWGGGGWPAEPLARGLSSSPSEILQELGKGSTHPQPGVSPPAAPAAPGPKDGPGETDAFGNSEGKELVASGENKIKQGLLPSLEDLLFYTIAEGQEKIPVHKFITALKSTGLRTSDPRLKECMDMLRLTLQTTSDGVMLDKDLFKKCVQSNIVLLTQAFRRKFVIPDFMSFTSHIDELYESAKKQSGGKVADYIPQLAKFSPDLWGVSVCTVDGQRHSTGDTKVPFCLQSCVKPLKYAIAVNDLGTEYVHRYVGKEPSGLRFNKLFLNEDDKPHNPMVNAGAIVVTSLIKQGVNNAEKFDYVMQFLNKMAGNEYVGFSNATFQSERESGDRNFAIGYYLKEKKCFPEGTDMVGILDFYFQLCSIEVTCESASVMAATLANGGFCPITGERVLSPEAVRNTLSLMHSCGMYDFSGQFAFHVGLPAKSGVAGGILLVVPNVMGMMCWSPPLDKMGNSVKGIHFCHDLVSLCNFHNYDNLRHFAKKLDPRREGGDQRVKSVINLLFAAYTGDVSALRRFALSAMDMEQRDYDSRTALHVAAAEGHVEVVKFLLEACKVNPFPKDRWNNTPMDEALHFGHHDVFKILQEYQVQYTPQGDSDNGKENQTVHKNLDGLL
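hKGA; 45 mM KH2PO4 pH 8.2 + 0.02% Tween-20; cpd via pin tool; 1 mM Gln soln; GluOx/HRP/Amplex Red; RT 30 min; fluor. t0 & final.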
TrxR1 inh – inhibitors of rat thioredoxin reductase 1. O89049. recombinant rTrxR1, NADPH fluorescence consumption, selenite substrate. Potency, µM (doses to about 114 µM), without a hit: top-dose activity change, negative = inhibition, most hits filed as inhibitors. hit rate 1% among 390,000. AID 588453; note: potency is the fitted concentration of half-maximal effect; % is set by controls: 0 for no effect and ±100 for the full control effect; nearly all actives have a fitted effect of over 65% in size
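Rat TrxR1 (90 nM in the dispensed reagent) was pre-reduced with 400 uM NADPH for 5 min at room temperature, then incubated with compound for 15 min. After 400 uM selenite was added, NADPH fluorescence (Ex 340/Em 450 nm) was followed for 8 min.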
Tb PGK inh – blocks T. brucei phosphoglycerate kinase | P07378 | PGK/GAPDH coupled, Kinase-Glo luminescence, 60 min | Potency, µM (series often up to 57.5 µM), for inactives: at the highest dose activity change, negative = inhibition, usual class: inhibitors | hit rate 0.043% among 380,000 | AID 602233; note: potency is the fitted concentration of half-maximal effect; % is set by controls: 0 for no effect and ±100 for the full control effect; nearly all actives have a fitted effect of over 60% in size
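Luminescent ATP detection (Kinase-Glo Plus) follows a 60-minute room-temperature incubation, with wells lacking PGK as controls. Buffer: 100 mM TEA (pH 7.6), 5 mM MgCl2, 0.01% Tween-20. Coupling enzyme GAPDH (100 nM final) supplies unstable 1,3-BPG in-well.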
PI4K2A block – blocks human PI4K2A kinase activity | activity change, negative = inhibition, % at 76.9 µM | hit rate 0.13% among 420,000 | purified PI4K2A, ADP-Glo luminescence, 1 h; stronger effect = lower value | AID 1346378; in the data active = activity change below about -50%; inconclusive = mostly about -30% to -49%;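 note: -100% = wells without enzyme as full effect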
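In this quantitative HTS, ADP production by PI4K2A was quantified luminescently after 1 h at ambient temperature; 100 microM adenosine served as plate-quality control.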
HP1b chromo inh – inhibitors of HP1-beta chromodomain binding to methylated histone tails; AlphaScreen HP1-beta / biotin-H3K9me3 peptide binding; hit rate 0.56% among 390,000; Potency, µM (series often up to 114 µM), inactives show top-dose activity change, negative = inhibition, hits mostly inhibitors; P83916; note: potency is the fitted concentration of half-maximal effect; nearly all actives have a fitted effect of over 70% in size; inactives centre near 23
Target sequence (P83916 whole entry, looked up): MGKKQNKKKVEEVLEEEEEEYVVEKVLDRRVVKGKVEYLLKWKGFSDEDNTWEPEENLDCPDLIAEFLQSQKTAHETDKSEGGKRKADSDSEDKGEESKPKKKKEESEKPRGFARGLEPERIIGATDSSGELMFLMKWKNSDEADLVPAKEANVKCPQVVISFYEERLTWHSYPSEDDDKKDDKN
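AlphaScreen: HP1-beta (50 nM) preformed 30 min with biotin-H3(1-18)K9me3 peptide (50 nM) in PBS pH 7.4, 0.01% Tween-20. Compound added for 30 min at RT, then streptavidin donor/nickel chelate acceptor beads (10 ug/mL) for 30 min.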
Pin1 inh – human Pin1 inhibition; hit rate 0.009% among 390,000; Q13526; Potency, µM (top dose mostly 115 µM), inactives show at the highest dose activity, negative = inhibition, most hits filed as inhibitors; Pin1 FP peptide displacement, HiFluor488, 10 min; active = well fitted inhibition curve with a large enough effect in the polarisation, with a control signal flat, not every such curve was filed as active; inconclusive = small, poorly fitted or top-dose-only effect, or effect the other way, or a change in a side signal; inactive = no such curve, though single readings can be large or run the other way; the % refers to the polarisation; note: potency is the fitted concentration of half-maximal effect; % is set by controls: 0 for no effect and ±100 for the full control effect
Target sequence (Q13526 whole entry, looked up): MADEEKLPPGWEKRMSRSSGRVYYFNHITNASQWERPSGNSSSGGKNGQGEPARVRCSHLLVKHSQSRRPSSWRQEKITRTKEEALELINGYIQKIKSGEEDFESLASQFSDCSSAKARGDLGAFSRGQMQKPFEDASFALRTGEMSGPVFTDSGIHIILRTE
TrxR1 substrate – is turned over as a substrate by rat TrxR1. O89049. purified TrxR1 substrate turnover, NADPH consumption readout. Potency, µM (highest dose often 114 µM), for inactives: top-dose activity change, negative = substrate turnover. hit rate 0.01% among 390,000. AID 588456; note: potency is the fitted concentration of half-maximal effect; % is set by controls: 0 for no effect and ±100 for the full control effect; nearly all actives have a fitted effect of over 50% in size
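Rat TrxR1, dispensed at 90 nM, was prereduced with 400 uM NADPH (final) for 5 min at ~22 deg C, then incubated with compound 15 min before 400 uM selenite. A first-read NADPH fluorescence drop versus no-compound background flagged substrates.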
IDH1 R132H inh – inhibitors of human mutant IDH1 R132H; O75874; IDH1-R132H enzyme, NADPH consumption, diaphorase/resazurin fluorescence; Potency, µM (series often up to 76.6 µM), inactives show at the highest dose activity change, negative = inhibition, hits mostly inhibitors; hit rate 0.093% among 390,000; note: potency is the fitted concentration of half-maximal effect; % is set by controls: 0 for no effect and ±100 for the full control effect; nearly all actives have a fitted effect of over 65% in size
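IDH1-R132H (0.5 ug/mL dispensed) in pH 7.5 Tris buffer was preincubated 30 min with compound, then given a substrate mix of 0.016 mM NADPH and 2 mM alpha-KG for 80 min at room temperature; remaining NADPH was read by diaphorase/resazurin fluorescence.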
USP1 inh – inhibitors of human USP1/UAF1 deubiquitinase | O94782 | recombinant USP1/UAF1, Ub-Rhodamine cleavage fluorescence | Potency, µM (series often up to 57.1 µM), for the others: at the top dose activity change, negative = inhibition, most hits filed as inhibitors | hit rate 0.23% among 390,000 | AID 743255; note: potency is the fitted concentration of half-maximal effect; % is set by controls: 0 for no effect and ±100 for the full control effect; nearly all actives have a fitted effect of over 60% in size; inactives centre near -12
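1 nM enzyme complex + cpd, 15 min RT; start with Ub-Rho 150nM final; kinetic fluorescence ex 480/em 540, 6 reads q60 s. Buffer 50mM HEPES pH 7.8, 0.5mM EDTA, 0.1 mg/ml BSA, 1mM TCEP, 0.01% Tween-20.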
* marks the source's active call; other numbers are inactive results; i = inactive; ? = inconclusive; · = no result given; [ ] = another dose, or the depositor's remark. Unless noted, calls come from the whole dose curve; as a rule, active = well fitted curve in the direction sought with a large enough effect; inconclusive = small, poorly fitted or top-dose-only effect, or another doubt; inactive = no such curve, though single readings can be large; an effect the other way counts as inactive or inconclusive.

GLS inhibitor	TrxR1 inh	Tb PGK inh	PI4K2A block	HP1b chromo inh	Pin1 inh	TrxR1 substrate	IDH1 R132H inh	USP1 inh	smiles
0%	20%[57.1 µM]	-5%	4	20%	-4%	1%[57.1 µM]	3%	-11%	CCOC(=O)CSc1nnc(-c2cccc(Cl)c2)n1CC
12%	-12%	-2%	-16	1%	4%	-13%	13%	-1%	CC1(C)CC(=O)C2=C(C1)OC(/N=C/N1CCOCC1)=C(C#N)C2c1ccccc1 (configuration not stated)
10%	-3%	3%	-4	20%	-5%	-5%	4%	-1%	CCOC(=O)C(C)Oc1nc(Oc2ccccc2)nc(N(C)C)n1 (configuration not stated)
-1%	-13%	3%	-7	97%[activator]	-2%	246%[activator]	36%[activator]	-12%	C=CCn1c2ccccc2c(=O)c2cc(C#CC[C@@H](C)O)ccc21
0%	5%	-3%	4	6%	-2%	-3%	0%	?	COc1ccc(CCN(C)CC(=O)Nc2ccc(F)c(Cl)c2)cc1OC
2%	11%[57.1 µM]	2%	-2	17%	?	-6%[57.1 µM]	-2%	0%	Cc1ccc(CC(=O)NCc2ccc(F)cc2)cc1
6%	10%	-9%	4	76%[activator]	-3%	-7%	4%	-4%	O=C(OCc1ccccc1)c1ccc(Br)o1
-2%	-7%[57.1 µM]	-9%	4	18%	0%	-5%[57.1 µM]	3%	-15%	CCCc1nc2oc3ccccc3c(=O)c2c(=O)n1-c1ccccc1
1%	10%[57.1 µM]	3%	2	13%	2%	9%[57.1 µM]	0%	-4%	CC(=O)Nc1cccc(Cl)c1C(=O)O
33%[activator]	?	-9%	-3	21%	14%	-3%	8%	-20%	CC1CCCCN1CC(=O)Nc1sc2c(c1C#N)CCC2 (configuration not stated)

Profiles from above. Order of values: GLS inhibitor | TrxR1 inh | Tb PGK inh | PI4K2A block | HP1b chromo inh | Pin1 inh | TrxR1 substrate | IDH1 R132H inh | USP1 inh
C=CCn1c2ccccc2c(=O)c2cc(C#CC[C@@H](C)O)ccc21 is listed as -1% | -13% | 3% | -7 | 97%[activator] | -2% | 246%[activator] | 36%[activator] | -12%
CC(=O)Nc1cccc(Cl)c1C(=O)O is listed as 1% | 10%[57.1 µM] | 3% | 2 | 13% | 2% | 9%[57.1 µM] | 0% | -4%
Cc1ccc(CC(=O)NCc2ccc(F)cc2)cc1 is listed as 2% | 11%[57.1 µM] | 2% | -2 | 17% | ? | -6%[57.1 µM] | -2% | 0%
CCOC(=O)C(C)Oc1nc(Oc2ccccc2)nc(N(C)C)n1 (configuration not stated) is listed as 10% | -3% | 3% | -4 | 20% | -5% | -5% | 4% | -1%
CC1(C)CC(=O)C2=C(C1)OC(/N=C/N1CCOCC1)=C(C#N)C2c1ccccc1 (configuration not stated) is listed as 12% | -12% | -2% | -16 | 1% | 4% | -13% | 13% | -1%

Continuation.
GLS inhibitor	TrxR1 inh	Tb PGK inh	PI4K2A block	HP1b chromo inh	Pin1 inh	TrxR1 substrate	IDH1 R132H inh	USP1 inh	smiles
-1%	9%	i	0	-2%	-4%	3%	-3%	?	O=C(NC1CCCCC1)c1cc(S(=O)(=O)N2CCCC2)ccc1Cl
-14%	14%	i	1	-17%	1%	1%	-11%	3%	O=C1CCC(C(=O)Nc2nnc(C3CC3)s2)=NN1
?	?	-11%	-5	-5%	-16%	8%	3%	-5%	O=C(O)[C@@H]1Cc2c([nH]c3ccccc23)C2CCC(=O)N21 (some centres not stated)
-8%	16%[57.1 µM]	-3%	7	51%[activator]	9%	-13%	1%	-20%	CCCCCOC(=O)c1ccc(NC(=O)c2ccco2)cc1
-4%	-6%	5%	4	13%	-4%	-8%	-2%	-20%	Cc1cccc(Oc2nc(-c3cccc([N+](=O)[O-])c3)nc3ccccc23)c1C
3%	26%	-3%	1	41%[activator]	0%	4%	-1%	-21%	COC(=O)CNC(=O)COC(=O)Cc1ccc(Cl)cc1
-7%	44%	-1%	-1	36%[activator]	-3%	26%	0%	-12%	COc1ccc(Cl)cc1NC(=O)c1nnn(Cc2cccc(C(F)(F)F)c2)c1N
1%	8%[57.1 µM]	1%	-5	17%	?	2%[57.1 µM]	-8%	-10%	COc1ccccc1NC(=O)CSc1nnc(NC(=O)Nc2ccc(C)cc2)s1
-4%	21%	i	-3	47%[activator]	2%	1%	0%	-27%	CCCCCCC1/C(=N\NC(=O)c2ccccc2)CCC1C(=O)OC (configuration not stated)
-11%	-1%	-4%	2	33%	69%[activator]	-2%	2%	-17%	CCOC(=O)c1c(NC(=O)CSc2cccc[n+]2[O-])sc(C(=O)Nc2ccccc2)c1C
-3%	-3%	-10%	-2	50%[activator]	-4%	-2%	0%[38.3 µM]	-25%	CCOC(=O)C1Oc2ccccc2C(C(=O)OC)=C1C(=O)OC (configuration not stated)
5%	5%	-10%	12	?	1%	1%	1%	2%	O=C(CCSc1ccccc1)N1CCOCC1
-1%	-15%	-3%	-1	78%[activator]	?	-18%	4%	-23%	COc1ccc2c(c1)c1nc3ccccc3nc1n2Cc1ccc(OC(C)C)c(OC)c1
1%	?	i	-6	27%	?	5%[57.1 µM]	3%	-26%	CC(=O)NNc1cc(N2CCOCC2)nc(N2CCOCC2)n1
68%[activator]	1%[57.1 µM]	7%	1	32%	1%	10%[57.1 µM]	3%	-16%	CCn1cc(C(=O)NCc2ccccc2F)c(=O)c2ccc(C)nc21
-7%	-12%	-6%	3	11%	3%	8%	1%	-30%	Clc1cccc(/C=N/Nc2nc(Cl)nc3ccccc23)c1
1%	4%	4%	6	33%	-5%	1%	7%	-10%	COc1ccc(C(=S)N2CCCC2)cc1OC
-5%	8%	-6%	-6	12%	-7%	-2%	6%	-23%	COc1cc(NC(=O)c2cccc(S(=O)(=O)N3CCCCC3)c2)cc(OC)c1OC
-5%	28%	·	0	27%	-3%	0%	3%	-3%	Cc1ccc2c(c1)C1(C(=O)N2C)N2CC3(C)CN1CC(C)(C2)C3=O (configuration not stated)
-16%	5%	-1%	2	26%	0%	7%[2.29 µM]	0%	?	CCOC(=O)CNC(=O)c1cc2c(=O)oc3ccccc3c2s1
-3%	16%	-10%	-1	62%[activator]	7%	4%	0%	-14%	CC(C)Sc1nc2ccccc2[nH]1
1%	-3%	-6%	7	31%	-3%	-1%	6%	-15%	Cc1cc(C)nc(NS(=O)(=O)c2ccc(N3C(=O)C4C5C=CC(C5)C4C3=O)cc2)n1 (configuration not stated)
0%	16%	i	6	22%	-7%	5%	4%	-13%	CCOc1ccc(S(=O)(=O)n2cc(-c3ccccc3)c(N)n2)cc1
1%	13%	-3%	-1	64%[activator]	-12%	5%	-21%	-18%	CC(=O)N1CCCc2cc(S(=O)(=O)N3CCCC(C(=O)Nc4cc(C)ccc4C)C3)ccc21 (configuration not stated)
1%	8%	-2%	6	23%	-1%	4%	2%	-13%	Cn1c2ccccc2c2nn(-c3ccccc3)c(=O)cc21
0%	6%	-2%	-7	36%	1%	-3%[57.1 µM]	-2%	4%	FC(F)(F)c1ccc(-n2ccnc2)nc1
0%	4%	i	7	53%[activator]	-12%	-7%	-5%	-24%	Cc1nc(N2CCCC2)c2c(C(=O)Nc3cccc(Cl)c3)c(C)oc2n1
2%	36%	0%	-5	27%	-7%	5%	9%	-4%	CC12CN3CC(C)(CN(C1)C3c1ccccc1F)C2 (configuration not stated)
3%	-12%	i	-18	4%	11%	-9%	0%	-9%	COCc1cc(C)nc(OCC(=O)N/N=C\c2cc(C)n(-c3cccc(C(F)(F)F)c3)c2C)c1C#N
-17%	6%[11.4 µM]	-1%	-3	16%	-3%	6%[11.4 µM]	1%	-4%	O=C(CN1C(=O)NC2(CCCCCC2)C1=O)Nc1ccc([N+](=O)[O-])cc1
0%	17%	-2%	0	21%	1%	6%	0%	-22%	COc1ccc(N(Cc2cc3cc(OC)ccc3[nH]c2=O)S(=O)(=O)c2ccc(NC(C)=O)cc2)cc1
-4%	3%	4%	0	11%	6%	-4%	6%	-8%	COCCN(C(=O)COC(=O)CCCOc1ccccc1)c1c(N)n(Cc2ccccc2)c(=O)[nH]c1=O

Reprinted at random: 3 records from the list
GLS inhibitor	TrxR1 inh	Tb PGK inh	PI4K2A block	HP1b chromo inh	Pin1 inh	TrxR1 substrate	IDH1 R132H inh	USP1 inh	smiles
0%	16%	i	6	22%	-7%	5%	4%	-13%	CCOc1ccc(S(=O)(=O)n2cc(-c3ccccc3)c(N)n2)cc1
0%	4%	i	7	53%[activator]	-12%	-7%	-5%	-24%	Cc1nc(N2CCCC2)c2c(C(=O)Nc3cccc(Cl)c3)c(C)oc2n1
0%	6%	-2%	-7	36%	1%	-3%[57.1 µM]	-2%	4%	FC(F)(F)c1ccc(-n2ccnc2)nc1

Not all compounds are listed. The share of hits here may be higher or lower than overall.
